EPAC1 antagonist: blocks human EPAC1 exchange factor. O95398. AID 720709. 360,000 compounds, 0.14% hits. Potency, µM (series often up to 115 µM), inactives show at the top dose activity change, negative = inhibition, actives largely listed as inhibitors. EPAC1 GEF assay, Rap1b-BODIPY-GDP exchange fluorescence;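 also: potency is read from the fitted curve at half-maximal effect; plate controls were vehicle for no effect and positive control for full effect; nearly all actives have a fitted effect of over 50% in size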
aSyn rescue: inhibitors of alpha-synuclein toxicity in yeast; Yeast expressing alpha-synuclein, growth rescue, BacTiter-Glo, 24 h; Potency, µM (top dose mostly 46.1 µM), inactives show at the highest dose growth rescue (activation), most hits filed as activators; 370,000 compounds, 0.14% hits; also: potency is read from the fitted curve at half-maximal effect; % of control where 0% means no effect; nearly all actives have a fitted effect of over 65% in size
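Rescue of yeast growth: cells expressing toxic alpha-synuclein, induced in galactose at OD600 0.02, incubated with compound 24 h at 30 C. ATP luminescence quantified growth; inhibitors of toxicity appear as activators.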
FUS suppressor: suppressors of FUS proteinopathy in yeast; S. cerevisiae FUS-expressing, growth rescue, OD600, 24 h; Potency, µM (series often up to 76.6 µM), without a hit: at the highest dose growth rescue (activation), usual class: activators; 390,000 compounds, 0.24% hits; AID 1347120;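 also: potency is read from the fitted curve at half-maximal effect; plate controls were DMSO vehicle for no effect and reference control for full effect; nearly all actives have a fitted effect of over 55% in size; some results filed as inactive show a strong effect at the top dose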
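Read-out: OD at 600 nm after 24hr at 30C, reporting rescue of FUS-induced yeast toxicity. Cells at OD 0.005 in galactose (2%) minimal medium; compounds tested in a dilution series; CP55940 titration from 92uM final as control.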
EPAC1 ag: agonists of human EPAC1; O95398; EPAC1 agonist qHTS, biochemical assay; response scale: 100% = response to 6.5 mM cAMP; Potency, µM (doses to about 154 µM), without a hit: at the highest dose activation, hits mostly activators; 360,000 compounds, 0.073% hits; AID 720707; also: potency is read from the fitted curve at half-maximal effect; nearly all actives have a fitted effect of over 60% in size
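Nucleotide exchange by EPAC1 (100 nM) on Rap1B–BODIPY-GDP (250 nM) in the presence of 50 uM GDP is tracked fluorescently at 480/540 nm over 30 min. Signals are normalized to a 6.5 mM cAMP control.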
Abeta rescue: compounds reversing amyloid beta toxicity in yeast. 410,000 compounds, 0.063% hits. yeast expressing A-beta42, growth rescue, OD600, 48 h; response scale: 0% DMSO, 100% iron-clioquinol control. Potency, µM (doses to about 46.1 µM), inactives show top-dose growth rescue, hits mostly activators; also: potency is read from the fitted curve at half-maximal effect; nearly all actives have a fitted effect of over 55% in size
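Growth rescue measured by 600 nm absorbance after 48 h yeast culture at 30 C with compound. Values normalized between DMSO and an equimolar ferric chloride plus clioquinol control.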
PI5P4K alpha inh: PI5P4K alpha (human) kinase inhibition. P48426. PI5P4Kalpha enzyme, ADP-Glo luminescence, 60 min; hits give low values. max response, %. 330,000 compounds, 1.2% hits; active = max response of -50% or lower; inconclusive = between -30% and -50%; inactive = -30% or higher; also: value at the top dose of about 77 µM; % is scaled to controls: 0 for no effect and ±100 for the full control effect
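Luminescence from ADP-Glo served as readout of PI5P4Kalpha activity in a qHTS format. Reaction: enzyme, substrate, compound, ATP at 5 microM final, 60 min at RT.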
PLK1 PBD inh: PLK1 (human) polo-box domain binding inhibition | 360,000 compounds, 2.8% hits | Plk1 PBD binding of FITC phosphopeptide, fluorescence polarization | AID 720504 | P53350 | Potency, µM, inactives show max response, negative = inhibition, actives largely listed as inhibitors; also: potency is read from the fitted curve at half-maximal effect; series mostly up to about 57 µM; % is scaled to controls: 0 for no effect and ±100 for the full control effect; nearly all actives have a fitted effect of over 65% in size
WRN inhibitor: WRN helicase (human) inhibition; WRN helicase unwinding, fluorescent forked duplex, kinetic; AID 651768; Q14191; 360,000 compounds, 0.46% hits; Potency, µM (top dose mostly 114 µM), for inactives: top-dose activity change, negative = inhibition, usual class: inhibitors; also: potency is read from the fitted curve at half-maximal effect; % is scaled to controls: 0 for no effect and ±100 for the full control effect; nearly all actives have a fitted effect of over 55% in size
Target sequence (Q14191 whole entry, looked up): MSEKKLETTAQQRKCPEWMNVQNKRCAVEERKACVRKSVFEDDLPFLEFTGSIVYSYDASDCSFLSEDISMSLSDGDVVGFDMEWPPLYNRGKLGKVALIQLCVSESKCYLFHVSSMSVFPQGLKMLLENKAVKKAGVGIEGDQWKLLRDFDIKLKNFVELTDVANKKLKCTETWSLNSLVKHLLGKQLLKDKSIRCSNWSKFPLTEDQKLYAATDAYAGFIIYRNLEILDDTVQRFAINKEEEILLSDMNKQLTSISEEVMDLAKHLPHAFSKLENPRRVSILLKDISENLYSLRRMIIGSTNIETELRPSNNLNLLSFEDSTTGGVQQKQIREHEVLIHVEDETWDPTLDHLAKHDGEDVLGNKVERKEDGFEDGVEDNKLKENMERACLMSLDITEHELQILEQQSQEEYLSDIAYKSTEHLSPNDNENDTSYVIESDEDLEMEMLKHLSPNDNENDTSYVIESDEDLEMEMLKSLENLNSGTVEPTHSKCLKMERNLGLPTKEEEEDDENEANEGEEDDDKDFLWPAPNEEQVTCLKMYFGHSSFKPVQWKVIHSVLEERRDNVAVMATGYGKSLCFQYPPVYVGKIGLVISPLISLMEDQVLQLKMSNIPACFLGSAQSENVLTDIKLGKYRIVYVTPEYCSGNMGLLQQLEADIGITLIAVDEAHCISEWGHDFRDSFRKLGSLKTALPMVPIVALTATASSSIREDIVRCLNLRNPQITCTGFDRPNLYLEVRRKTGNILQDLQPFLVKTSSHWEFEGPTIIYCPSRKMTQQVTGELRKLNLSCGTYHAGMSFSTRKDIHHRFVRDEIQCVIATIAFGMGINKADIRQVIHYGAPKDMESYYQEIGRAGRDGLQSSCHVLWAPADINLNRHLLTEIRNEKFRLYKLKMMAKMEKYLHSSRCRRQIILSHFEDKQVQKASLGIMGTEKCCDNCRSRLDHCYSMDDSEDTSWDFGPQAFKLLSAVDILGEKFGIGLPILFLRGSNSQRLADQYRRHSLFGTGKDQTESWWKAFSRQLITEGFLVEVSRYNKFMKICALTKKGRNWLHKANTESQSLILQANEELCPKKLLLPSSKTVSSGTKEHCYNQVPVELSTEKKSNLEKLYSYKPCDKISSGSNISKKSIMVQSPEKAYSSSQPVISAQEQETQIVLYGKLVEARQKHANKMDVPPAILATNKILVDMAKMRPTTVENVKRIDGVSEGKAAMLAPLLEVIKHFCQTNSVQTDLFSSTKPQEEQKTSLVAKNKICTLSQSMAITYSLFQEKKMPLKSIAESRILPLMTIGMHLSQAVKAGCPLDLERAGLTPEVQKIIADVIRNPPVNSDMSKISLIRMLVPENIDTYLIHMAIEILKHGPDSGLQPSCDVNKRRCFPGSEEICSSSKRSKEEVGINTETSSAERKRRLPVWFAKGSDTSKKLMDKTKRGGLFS
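Kinetic fluorescence helicase assay: unwinding of a quenched forked DNA duplex (100 nM final) with 2 mM ATP final raises red fluorescence (525/598 nm). Compounds sat 15 min at room temperature with 20 nM WRN beforehand.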
IL-2 act: activators of IL-2. IL-2 activation reporter assay, cell-based qHTS; stimulated with anti-CD3/CD4/CD28 beads; in transgenic mouse T cells. activation, % (series mostly up to about 46 µM). 360,000 compounds, 0.065% hits. AID 652025; in the data active = activation above about 50%; inconclusive = mostly about 30% to 49%; also: 0% is about no effect
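EGFP and DsRed fluorescence is measured by plate cytometry in unstimulated transgenic mouse T cells exposed to compound for 60 minutes, then stimulated 18 hours at 37 degrees C with anti-CD3/anti-CD4 beads plus anti-CD28.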
Starred values were filed as active, the others as inactive; ? = inconclusive; / = no result given; & = joins results of further samples; [ ] = another dose, or the depositor's remark. Unless noted, calls follow the shape of the dose curve; as a rule, active = well fitted curve in the direction sought with a large enough effect; inconclusive = small, poorly fitted or top-dose-only effect, or another doubt; inactive = no such curve, though single readings can be large; an effect the other way counts as inactive or inconclusive. An unsorted share of the library. Share with any hit: about 4.1%.

SMILES | EPAC1 antagonist | aSyn rescue | FUS suppressor | EPAC1 ag | Abeta rescue | PI5P4K alpha inh | PLK1 PBD inh | WRN inhibitor | IL-2 act
O=c1[nH]c(=O)n(Cc2ccccc2)c2nc(-c3ccco3)cc(C(F)(F)F)c12 | 2% | 1% | 32% | -1% | 1% | ? | -11% | -12% | 0.9
O=C(C1=C(O)C(=O)N(Cc2ccco2)C1c1ccccc1)c1cccs1 (stereo unspecified) | -1% | -13% | 13% | -6% | -15% | -5 | ? | -3% | -0.2
CCc1ccc(NC(=O)c2cnc(N3CCN(c4ccccn4)CC3)c3ccccc23)cc1 | -28% | -12% | 51% | 0% | -6% | 6 | -11% | -25% | -1.3
COc1ccccc1CN(CC(=O)NCc1ccco1)C(=O)CNS(=O)(=O)c1ccc(C)cc1 | -14% | -1% | -3% | -7% | 14% | 8 | -14% | 1% | 1.5
O=[N+]([O-])c1ccccc1/C=N/NC1=NCCCCC1 | 0% | 24% | -4% | 8% | -3% | 10 | -3% | -26% | 1.1
OC(c1cc(-c2ccc(C(F)(F)F)cc2)nc(C(F)(F)F)c1)C1CCCCN1 (stereo unspecified) | -29% | 23% | 25% | -21% | -38%[inhibitor] | 7 | -19% | -5% | -5.2
CN1CCN(Cc2c(C(=O)N3CCc4ccccc4C3)nc3ccc(Cl)cn23)CC1 | 13% | 4% | 4% | 4% | 1% | 11 | -4% | -1% | 0.7
C[C@@H]1CN([C@@H](C)CO)C(=O)CCCn2nncc2CO[C@H]1CN(C)Cc1cccnc1 | -21% | 11% | -6% | 0% | 0% | 0 | -9% | 8% | -3.3
CC1=C(C(=O)Nc2ccccc2)C2(CCCCC2)C(C#N)=C(SCC(N)=O)N1 | -1% | 11% | -16% | -9% | 11% | ? | 3.4µM* | 21% | -2.3
NNC(=O)C(Cc1ccc(O)cc1)N1Cc2ccccc2C1=O (stereo unspecified) | 11% | 4% | -29% | 6% | -3% | -3 | 1% | 8% | 0.0
COc1ccc(-n2c(Cc3cccn3C)nnc2SCC(=O)NCc2ccccc2Cl)cc1 | -6% | 0% | 22% | -2% | 12% | 0 | -2% | -2% | -2.0
CCOCCCN1C(=O)C(O)=C(C(C)=O)C1c1cccs1 (stereo unspecified) | -13% | -7% | / | 6% | -4% | -2 | -13% | -7% | -0.1
O=C(c1cnn(-c2ccccc2)c1-n1cccc1)N1CCN(C2CCCCC2)CC1 | 7% | 4% | -6% | 5% | -1% | 4 | 2% | 3% | -1.4
COc1ccc(Cc2nc3ccc(C(=O)NC(C)C)cc3o2)cc1 | 2% | 2% | -9% | 1% | 26% | 1 | -16% | -1% | -2.3
Cc1ccc(O)c(C(=O)c2cnn(C(=O)c3cccc(S(=O)(=O)N(C)C)c3)c2)c1 | -9% | 0% | 5% | -6% | 4% | -5 | -17% | -30% | -0.2
COc1ccc(NC(=O)CC2SC(N)=NC2=O)c([N+](=O)[O-])c1 (stereo unspecified) | 9% | -1% | 3% | -2% | -10% | 3 | -5% | -4% | 2.6
O=C(Nc1ccccc1)c1ccc(CN2CCc3ccccc3C2)cc1 | -6% | 3% | -1% | -5% | -2% | 1 | -4% | 2% | 0.2
Cc1cc(OCC(=O)Nc2ccc(S(=O)(=O)N3CCN(C)CC3)cc2)ccc1Cl | -17% | -12% | 5% | -11% | 5% | 2 | -8% | 2% | -0.5
COc1cccc(C(=O)N2CCN(S(C)(=O)=O)CC2)c1 | -6% | 2% | 7% | 3% | 24% | -6 | -4% | 1% | -1.9
O=S(=O)(Nc1ccc(F)cc1)c1cccc2nsnc12 | -5% | 22% | 2% | -5% | -1% | -2 | -10% | -31% | 4.6
Oc1ccc2ccc3cccc[n+]3c2c1 | 323%[activator] | -1% | 2% | 89µM* | 2% | -2 | 4.7µM* | 2%[57.1 µM] | 4.8
O=C(CCCn1c(SCC(=O)NC2CCCCC2)nc2ccccc2c1=O)NCC1CCCO1 (stereo unspecified) | 9% | -4% | / | -12% | 6% | 19 | 1% | -6% | -0.1
O=C(O)c1ccc(Nc2ccc(F)c(F)c2)c([N+](=O)[O-])c1 | -9% | 6% | 19% | 4% | -10% | -1 | -3% | -9% | -5.3
CCOc1ccc(CCNC(=O)c2ccc3nc(CC)c(CC)nc3c2)cc1 | -12% | -9% | ? | 4% | -1%&1% | -3 | ? | -10% | -2.8
Cc1nc(Cc2nnc(SCC(=O)N3CCN(c4ccc(O)cc4)CC3)o2)cs1 | 9% | 0% | -8% | -1% | 5% | -1 | 2% | -21% | -0.8
CC(=O)NCCNC(=O)c1oc2ccccc2c1CSc1ncn[nH]1 | -26% | -5% | 31% | -5% | 11% | -4 | -8% | -1% | -1.4
O=C(CCNC(=O)c1ccccc1Cl)Nc1nccs1 | -2% | 3% | 26% | -1% | 0% | -1 | -6% | -23% | -0.5
COCCN(C(=O)CSc1nnc(Nc2ccccc2F)s1)c1c(N)n(Cc2ccccc2)c(=O)[nH]c1=O | -25% | 3% | 21% | 0% | 24% | 0 | ? | -12% | -3.4
CCSc1nnc(COc2ccccc2)n1CC | 0% | 2% | -22% | -3% | 8% | 3 | -4% | -3% | 0.5
Cc1cccc(/C=C/c2onc(C)c2S(=O)(=O)N2CCC(C(=O)NC(C)C)CC2)c1 | -27% | 1% | -13% | -1% | 2% | 0 | -10% | -3% | -3.6
O=S(=O)([O-])C(c1ccccc1)[n+]1ccccc1 (stereo unspecified) | 10% | -6% | 0% | 7% | 0% | 1 | -11% | -3% | 0.1
CC(=O)c1ccc(NC(=O)N2CCN(c3ccc(C)cc3)C(C)C2)cc1 (stereo unspecified) | -3% | 1% | 27% | 4% | 6% | -2 | -3% | 0% | 1.3
COCCNc1nc(-c2ccccc2)nc2ccccc12 | -25% | -2% | 1% | 2% | 2% | 4 | 0% | -4% | -0.5
C/C(=N\NC(=O)c1ccn(C)n1)c1ccc(NC(=O)C2CCC2)cc1 | 19% | -1% | 23% | -4% | -12% | -1 | -13% | 8% | 0.9
Cc1nc(N2CCN(c3ccccc3)CC2)[nH]c(=O)c1Cc1ccccc1 | 0% | 7% | 8% | 4% | 23% | 12 | -1% | -4% | 1.5
CCCc1c(C(=O)O)cnn1-c1ccc(Cl)cc1 | 9% | -1% | 9% | 3% | -7% | -2 | 1% | 5% | 0.2
COC(=O)CNc1ccc2c(c1)OCO2 | 4% | -3% | -3% | 1% | -12% | -22 | -12% | 9% | 1.5
CSc1nc(SCCO)c2sc3nc(-c4ccco4)c4c(c3c2n1)CC(C)(C)OC4 | ? | -8% | 50% | -17% | 14% | / | -20% | 50µM* | -0.5
C=CCC(c1ccccc1)N(C(C)=O)c1ccco1 (stereo unspecified) | 0% | 0% | -6% | 1% | 7% | -1 | -22% | -5% | -0.1
CCC(=O)n1nc(-c2ccccc2)nc1N | -2% | -11% | -10% | -3% | 8% | -3 | -4% | 2% | 0.5
Clc1ccccc1-c1nnc(CNC2CC2)o1 | 6% | 1% | 10% | 3% | -10% | -4 | 6% | -5% | 1.5
CC1(C(=O)NCCC(F)(F)F)Cc2c(-c3cccc(C(N)=O)c3)ccnc2O1 (stereo unspecified) | -30% | 10% | -20% | -18% | 0% | -6 | -12% | 3% | 0.9
N#Cc1cccc(C#N)c1Oc1ccc(S(=O)(=O)Nc2ccc(Cl)cc2)cc1 | 1% | 1% | 12% | -5% | 3% | -22 | 1% | 1% | 2.0
O=C(CN1C(=O)NC2(CCSC2)C1=O)N1CCN(c2ccc(F)cc2)CC1 (stereo unspecified) | 6% | 6% | 11% | 3% | -12% | -4 | -1% | 4% | -2.8
C[C@]12CCC(=O)CC1=CCC1C3CC=C(C#N)[C@@]3(C)CC[C@@]12O (stereo partly specified) | -11% | ? | -16% | -3% | -14% | -8 | -4% | 3% | 1.2
Nc1ccccc1C#Cc1ccccc1 | -23% | -3% | 20% | 2% | -15% | -2 | -5% | 3% | 2.0
O=C(CCc1ccccc1Cl)N1CCN(S(=O)(=O)c2ccccc2)CC1 | -1% | 10% | 2% | 9% | -2% | 1 | -6% | 9% | 1.9
CCc1nnc(NC(=O)CS(=O)(=O)Cc2ccccc2)s1 | 8% | 1% | -8% | -3% | 2% | 5 | 2% | -4%[57.1 µM] | -0.6
CCCCN(C(=O)c1c(CC)noc1C)c1c(N)n(CC(C)C)c(=O)[nH]c1=O | 7% | 0% | / | 2% | -9% | 2 | 0% | 2% | -2.9
O=C(Cn1ccc2ccccc21)Nc1ccc2c(c1)OCO2 | 6% | 5% | 6% | 2% | 11% | 0 | -4% | -12% | -0.3
COc1ccccc1C(=O)Oc1ccc(N2C(=O)CCC2=O)cc1 | -14% | -1% | 15% | 0% | 6% | -2 | -1% | 0%[57.1 µM] | -2.4
CC(=O)N1CCc2c(sc3c2c(=O)n(Cc2ccccc2)c(=O)n3CC(=O)NCC2CCCO2)C1 (stereo unspecified) | 1% | -1% | 7% | 1% | 21% | 0 | 1% | 0% | -0.8
Cc1cc(C(=O)CSc2nnc(N)s2)c(C)n1-c1c(C)n(C)n(-c2ccccc2)c1=O | -8% | -10% | 28% | 10% | -10% | -14 | -16% | ? | -0.4

Single records (already shown). Order of values: EPAC1 antagonist | aSyn rescue | FUS suppressor | EPAC1 ag | Abeta rescue | PI5P4K alpha inh | PLK1 PBD inh | WRN inhibitor | IL-2 act
CCc1nnc(NC(=O)CS(=O)(=O)Cc2ccccc2)s1 is listed as 8% | 1% | -8% | -3% | 2% | 5 | 2% | -4%[57.1 µM] | -0.6
Nc1ccccc1C#Cc1ccccc1 is listed as -23% | -3% | 20% | 2% | -15% | -2 | -5% | 3% | 2.0
COc1ccccc1C(=O)Oc1ccc(N2C(=O)CCC2=O)cc1 is listed as -14% | -1% | 15% | 0% | 6% | -2 | -1% | 0%[57.1 µM] | -2.4

Screening data as filed in PubChem BioAssay.
